RAD54 inh: inhibitors of human RAD54 branch migration, primary screen, biochemical, fluorescence, single point; AID 602329, 2012; DNA repair and recombination protein RAD54-like (Homo sapiens), Q92698; RAD54 Holliday junction branch migration, FAM/BHQ fluorescence; actives 0.14% (n = 360,000); inhibition, % at 10.4 µM;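 active = mean normalized replicate activity at least 40 and at least half of replicates scoring 40 or more; inconclusive = only one of the two criteria met; inactive = mean below 40 and under half of replicates reaching 40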;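 also: 0% = median of neutral control wells and 100% = median of positive control wells; inhibitors cause a drop in the FAM fluorescence signal; in these data hits start at about 50%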
Target sequence (Q92698 whole entry, looked up): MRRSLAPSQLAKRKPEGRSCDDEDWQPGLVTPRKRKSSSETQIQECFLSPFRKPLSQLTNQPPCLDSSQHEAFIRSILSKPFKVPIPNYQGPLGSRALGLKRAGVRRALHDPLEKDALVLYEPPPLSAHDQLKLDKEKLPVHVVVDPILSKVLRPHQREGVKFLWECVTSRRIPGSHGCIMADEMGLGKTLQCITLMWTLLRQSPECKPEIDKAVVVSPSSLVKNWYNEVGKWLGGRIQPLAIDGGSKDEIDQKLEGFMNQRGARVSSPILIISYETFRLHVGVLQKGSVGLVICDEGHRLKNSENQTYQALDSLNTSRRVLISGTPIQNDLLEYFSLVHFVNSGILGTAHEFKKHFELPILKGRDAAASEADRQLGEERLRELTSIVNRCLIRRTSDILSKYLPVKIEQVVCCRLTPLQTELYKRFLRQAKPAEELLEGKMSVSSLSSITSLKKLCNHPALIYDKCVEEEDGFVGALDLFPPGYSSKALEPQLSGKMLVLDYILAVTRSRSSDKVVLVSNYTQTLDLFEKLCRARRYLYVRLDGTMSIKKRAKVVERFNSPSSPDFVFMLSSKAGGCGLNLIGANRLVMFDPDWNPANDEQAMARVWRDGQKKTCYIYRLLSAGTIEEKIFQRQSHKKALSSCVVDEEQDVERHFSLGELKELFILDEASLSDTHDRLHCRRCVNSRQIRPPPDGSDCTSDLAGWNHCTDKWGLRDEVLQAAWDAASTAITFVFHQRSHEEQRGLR
E-sel inducer: E-selectin induction in HUVECs, primary screen, imaging, HUVEC, immunofluorescence imaging, single point; actives 0.37% (n = 260,000); normalized: neutral wells 0, TNF-alpha wells 100; activation, % at 7.58 µM;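 active = mean E-selectin-positive cell signal at least 10% of the positive control, reached in at least 60% of replicates, without over 20% cell loss; inconclusive = no rule given, readout overlaps actives, possibly toxicity-flagged; inactive = the rest, including those meeting only one limit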;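 also: in these data hits start at about 27%; measured in HUVEC primary endothelial cells; signal is the percent of cells scored E-selectin positive by PE staining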
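assay system = HUVEC, human umbilical vein endothelial cells | input = 3,000 HUVEC seeded per well | medium = EGM-2 growth medium on 0.1% gelatin-coated wells | dosing = one compound dose added by pin transfer | signal = immunofluorescence imaging | read-out basis = % PE-positive cells | control set = TNF-alpha, DMSO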
Xi reactivation: activators of inactive X chromosome reactivation, primary screen, imaging, XiGFP fibroblasts, GFP high-content imaging, set 2. activation, % at 7.58 µM. actives 0.055% (n = 360,000). XiGFP mouse fibroblasts, % GFP-positive cells imaging, 3 d; cells co-treated with 5-aza-dC sensitizer; scaled so ellipticine positive control = 100%;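 active = mean normalized replicate activation at least 10% and every replicate at or above 10%; inconclusive = only one of the two criteria met; inactive = mean below 10% and not all replicates reach 10%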;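 also: 0% = median of on-plate neutral control wells and 100% = ellipticine 6 µM median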
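Material: XiGFP fibroblasts, SV40-immortalized; Buffer or medium: DMEM containing 5-aza-dC; Compound dosing: single point; Times: 3 days compound exposure.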
GSIS activator: GLuc luminescence reporter in INS-1E cells, primary screen for activators of glucose-dependent secretion of insulin. INS-1E GLuc reporter insulin secretion, 2-3 h. activation, % at 16.6 µM. actives 0.61% (n = 370,000). AID 743287, 2014;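 active = lowest replicate activation of at least 40%, so every replicate reaches that level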;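 also: 0% = median of neutral control wells and 100% = median of IBMX positive control wells; some compounds called inactive have numbers as strong as hits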
CFTR F508del cor: F508del CFTR correction, initial screen, CFBE line, single point | activity (quench increase), % at 7.58 µM | CFBE cells, YFP halide quenching; stimulated with forskolin plus potentiator P3; % fluorescence drop versus neutral controls | actives 0.36% (n = 350,000);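 active = mean added fluorescence quench of at least 8% versus neutral control, with both replicates also reaching 8%; inconclusive = only one of the mean or replicate conditions met; inactive = mean below 8% and not both replicates reaching 8%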;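 also: cells transiently co-express mutant CFTR-F508del with the halide-sensitive YFP; corrector assay measuring rescue of mutant channel to the surface after 24 h compound exposure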
RAD52 anneal inh: RAD52 DNA annealing inhibitors, primary screen, biochemical, FRET, single point, set 2 | DNA repair protein RAD52 homolog (Homo sapiens), P43351 | recombinant RAD52 DNA annealing, FRET fluorescence | inhibition, % at 18.7 µM | actives 0.46% (n = 360,000);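 active = every replicate showing at least 50% inhibition; inconclusive = mean inhibition at least 50% but not in every replicate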
CASP6 VEID inh: human caspase-6 inhibitors, primary screen, biochemical, VEID-R110 fluorescence, single point, set 2. P55212. purified caspase-6, Z-VEID-R110 cleavage fluorescence. inhibition, % at 12.5 µM. actives 0.53% (n = 350,000). AID 686996, 2013;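 active = mean inhibition across replicates at least about 35%, with every replicate also reaching that limit, limit read from the data; inconclusive = only one of the two criteria met; inactive = neither criterion met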;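 also: 0% = median of neutral control wells and 100% = no fluorescence left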
Target sequence (P55212 24-179 limits assumed): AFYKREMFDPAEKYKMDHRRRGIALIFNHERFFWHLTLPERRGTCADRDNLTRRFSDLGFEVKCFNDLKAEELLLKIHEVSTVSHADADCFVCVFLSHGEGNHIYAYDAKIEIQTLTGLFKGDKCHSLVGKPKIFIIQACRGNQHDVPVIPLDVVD
Target sequence (P55212 194-293 limits assumed): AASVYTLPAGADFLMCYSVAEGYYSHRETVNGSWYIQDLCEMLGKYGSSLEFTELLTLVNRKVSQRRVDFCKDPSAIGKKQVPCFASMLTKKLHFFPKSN
DENV2 CPE rescue: inhibitors of DENV2 cytopathic effect, primary screen, cell-based, plate reader, single concentration; AID 651640, 2012; actives 1.7% (n = 350,000); DENV2-infected cells, cytopathic effect rescue; CPE inhibition, % at 9.99 µM; in the data active = CPE inhibition above about 20%, passing the limit was not always enough; inconclusive = no clear call, values can overlap the other calls; tested in BHK-21 cells;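 also: 0% = median of neutral control wells and 100% = median of positive control wells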
Active calls of the source: *; ? = inconclusive; . = not tested or not shown; & = joins results of further samples.

Results follow in this order: RAD54 inh, RAD52 anneal inh, DENV2 CPE rescue, E-sel inducer, CFTR F508del cor, CASP6 VEID inh, GSIS activator, Xi reactivation
[1] COc1ccc(-c2sc3ccc(OC)cc3c2-c2ccc(OC)c(F)c2)cc1
    1, 2, -14, 2.0, 4.6, -1, 4, -0.4
[2] O=Cc1ccc(-c2ccc([N+](=O)[O-])cc2Cl)o1
    ., -13, 3, ., ., 7, -18, 0.0
[3] COc1ccc(CC(=O)Nc2cc(Cl)ccc2C(=O)O)cc1
    5, -2, -2, 2.7, 0.5, 4, 3, 0.3
[4] CCOC(=O)C1=CC(=O)CC(C)(C)O1
    -1, -7, ?, -0.4, -1.9, -1, 1, 0.4
[5] CCCCCCn1c(=O)c(C(=O)N/N=C/c2cccc(F)c2)c(O)c2ccccc21
    ., -11, -3, ., -1.5, -3, 16, 0.1
[6] COc1cccc(NC(=O)C[C@@H]2CC[C@H]3[C@@H](COc4ccc(NC(=O)C5CCC5)cc4C(=O)N3C)O2)c1
    ., 3, -2, 0.0, 0.9, 1, -12, 0.0
[7] O=C(CCN1N=C(c2ccccc2)CCC1=O)NC1CCCC1
    4, -6, 17, ., 2.2, -12, 4, 0.0
[8] CN1C(=O)c2cc(NC(=O)c3ccc(F)cc3)ccc2OC[C@H]2O[C@@H](CC(=O)N3CCOCC3)CC[C@H]21
    -5, -5, 1, 0.0, 0.3, 0, 8, 0.1
[9] Cc1ccc(C(=O)N/C(=C/c2cccs2)C(=O)NCC2CCCO2)cc1 (centres undefined)
    ., -19, 0, ., -0.3, 1, -6, 0.0
[10] Cc1ccc(CS(=O)(=O)CCC(=O)NCc2ccccc2Cl)cc1
    -5, -11, -4, ., -1.1, -4, 8, 0.0
[11] C[C@@H]1CN([C@H](C)CO)C(=O)c2cc(-c3cccc(F)c3)cnc2O[C@@H]1CN(C)CC1CCOCC1
    5, 13, 1, -0.2, -0.5, -2, -3, -0.1
[12] Cc1ccc(-n2c(SCC(=O)Nc3cc(C)on3)nc3c(c2=O)SC(C)C3)cc1 (centres undefined)
    -3, -7, 0, -0.1, 2.1, -2, -15, -0.2
[13] C[C@@H]1CN([C@@H](C)CO)C(=O)c2cc(NC(=O)Nc3ccc(F)cc3)ccc2O[C@@H](C)CCCCO[C@@H]1CN(C)C
    ., ., ., 0.7, -0.2, ., -8, -0.2
[14] COc1ccc(CCNC(=O)C2CC(c3cccc([N+](=O)[O-])c3)=NO2)cc1 (centres undefined)
    0, -11, -4, 0.0, 1.2, 0, -5, 0.0
[15] O=[N+]([O-])c1ccc2c(c1)C(=NO)c1cc(Cl)c(Cl)cc1-2
    ., -8, -1, -0.1, 1.8, -1, -51, -0.1

More records
Results follow in this order: RAD54 inh, RAD52 anneal inh, DENV2 CPE rescue, E-sel inducer, CFTR F508del cor, CASP6 VEID inh, GSIS activator, Xi reactivation
[16] O=C1N/C(=N/S(=O)(=O)c2ccccc2)S/C1=C/c1cccnc1
    7, -36, -4, ., -1.1, 9, -4, 0.1
[17] COc1ccc(OC)c(-c2csc(NC(=O)C3=NNC(=O)CC3)n2)c1
    8, 5, 0, ., 0.4, 4, 3, 0.0
[18] Cc1cc2nc[nH]c2cc1[N+](=O)[O-]
    ., -1, 1, ., -0.9, 2, -5, 0.0
[19] COC(=O)c1cnc(Oc2c(Cl)cc(N)cc2Cl)cc1C(F)(F)F
    8, -15, -10, -0.1, 0.4, 0, 15, 0.0
[20] Nc1nc(SCC(=O)Nc2ccc(Cl)c(S(=O)(=O)N3CCOCC3)c2)n[nH]1
    1, -7, 2, 4.3, -0.5, -1, 16, -0.1
[21] Cc1ccc2c(c1)C(=O)CC(c1ccccc1)S2 (centres undefined)
    -2, -7, 0, 0.0, 0.2, -8, 17, 0.1
[22] CCC(=O)c1ccc(OCC(=O)Nc2cccc(S(=O)(=O)N3CCCCCC3)c2)cc1
    -7, -9, -2, -0.1, -0.6, -2, -63, 0.1
[23] O=C(Cc1cccnc1)N1CC(=O)N2[C@H](CO)[C@@H](c3ccc(/C=C/c4ccccc4)cc3)[C@@H]2C1
    ., 15, -9, 0.3, 4.9, 1, -13, 0.1
[24] CCCCCCNC(=O)O[C@H]1Cn2c(=O)n(CCCCCC)c(=O)n2[C@@H]2CN(S(=O)(=O)c3ccc(C)cc3)C[C@]12O
    -9, -30, -7, 0.3, 0.6, 3, -31, -0.1
[25] C[C@@H]1CN([C@@H](C)CO)C(=O)c2cc(NS(=O)(=O)c3ccc(F)cc3)ccc2O[C@@H](C)CCCCO[C@H]1CN(C)C
    4, -8, -4, 0.3, -2.4, -2, -9, 0.0
[26] COc1ccc(OC)c(C2c3[nH]c4ccccc4c3C[C@H]3C(=O)N(CCCOC(C)C)CC(=O)N23)c1 (some centres undefined)
    0, 2, 13, 0.0, -1.6, 4, -20, 0.3
[27] C[C@@H]1CN([C@H](C)CO)C(=O)c2cccc(NS(=O)(=O)c3ccc(Cl)cc3)c2O[C@@H]1CN(C)Cc1ccccc1
    -9, -22, -2, -0.2, 0.9, 1, -12, 0.0
[28] Cc1ccc(CN2CCNC(=O)C2CC(=O)N(C)C2CCCCC2)o1 (centres undefined)
    ., -8, -5, ., -0.3, 0, 5, 0.1
[29] O=C(Cc1cccs1)N1CCN(S(=O)(=O)c2cccc([N+](=O)[O-])c2)CC1
    2, -9, 2, ., 0.8, -8, 36, 0.0
[30] CC1=C(C(=O)N(C)C)CC(CC(=O)NCC2CCCCC2)C(=O)N1CCC1=CCCCC1 (centres undefined)
    -9, 2, -1, ., 2.9, 2, ., -0.1

Additional structures follow.
Results follow in this order: RAD54 inh, RAD52 anneal inh, DENV2 CPE rescue, E-sel inducer, CFTR F508del cor, CASP6 VEID inh, GSIS activator, Xi reactivation
[31] COc1ccc(NC(=O)CC2CC3CCC2C3)cc1S(=O)(=O)N1CCOCC1 (centres undefined)
    ., -11, 14, 3.5, 1.1, 1, -24, 0.0
[32] O=C(O)c1cccc2c1C(=O)c1cc([N+](=O)[O-])cc([N+](=O)[O-])c1-2
    -12, -10, ?, 1.4, 2.3, 7, -3, 0.0
[33] O=C(c1ccc(Sc2cccc(Cl)c2)c([N+](=O)[O-])c1)N1CCN(c2ccccn2)CC1
    ., 10, 0, 7.4, 3.8, 0, -5, 0.3
[34] CC(NC(=O)C=Cc1ccco1)C(=O)NC(Cc1ccccc1)C(N)=O (centres undefined)
    ., -36, 1, 0.0, 2.6, 46*, 8, 0.0
[35] O=C(Oc1ccc(Cl)c(Cl)c1)C1=CC=CN2CCS(=O)(=O)N=C12
    -3, -3, 14, -0.5, 3.1, -2, 5, 0.2
[36] O=C(NC1CCCCC1)N[C@@H]1CC[C@@H](CCNS(=O)(=O)c2ccc(F)cc2)O[C@H]1CO
    -3, 6, 6, -0.2, 0.6, 0, -4, 0.7
[37] COc1cccc(S(=O)(=O)N(C)C[C@@H]2Oc3ncc(C#CCN(C)C)cc3C(=O)N([C@@H](C)CO)C[C@H]2C)c1
    -5, -4, -6, -0.2, 0.8, -10, 16, -0.2
[38] CC(SC(=S)N(C)Cc1cccs1)C(=O)O (centres undefined)
    ., -14, 10, 2.1, -4.0, 0, 6, 0.0
[39] C=CC[C@H](CC(=O)NCCO)C(=O)N[C@H](COC(=O)[C@@H](CC=C)Cc1ccc(F)cc1)C(C)(C)C
    1, 1, 9, -0.3, 3.8, -2, -7, 0.0
[40] C[C@@H]1CN([C@@H](C)CO)C(=O)c2cccc(NS(=O)(=O)c3ccc(Cl)cc3)c2O[C@H]1CN(C)Cc1ccccc1
    -4, 1, -1, 0.5, 1.7, -1, 8, 0.0
[41] Cc1noc(C)c1NC(=O)N[C@@H]1CC[C@@H](CCNC(=O)C2CCCC2)O[C@H]1CO
    0, 2, 25*, 0.8, 3.3, -1, -7, 0.2
[42] C[C@H]1CN([C@@H](C)CO)C(=O)Cc2cc(NS(C)(=O)=O)ccc2O[C@H]1CN(C)Cc1ccc(C(=O)O)cc1
    6, 1, -1, -2.3, -1.5, 5, 9, 0.1
[43] Cc1ccc(SC(C)C(=O)NCc2ccc(F)cc2)cc1 (centres undefined)
    ., -6, -4, ., 2.2, -4, 22, 0.2
[44] Cc1ccc(SCC(=O)Nc2ccc(C(=O)Nc3ccc(O)cc3)cc2)cc1
    ., -10, 7, ., -1.2, 0, 2, 0.4
[45] Cc1nc2ccc(S(=O)(=O)NC(C(=O)N3CCn4c3nc3ccccc34)C(C)C)cc2s1 (centres undefined)
    -11, -19, 0, ., 2.9, 0, 10, 0.0

(more compounds)
Results follow in this order: RAD54 inh, RAD52 anneal inh, DENV2 CPE rescue, E-sel inducer, CFTR F508del cor, CASP6 VEID inh, GSIS activator, Xi reactivation
[46] CC(C)NC(=O)N(C)C[C@H]1Oc2ccc(NC(=O)Nc3ccc(F)cc3)cc2C(=O)N([C@H](C)CO)C[C@H]1C
    -7, 13, 0, 0.0, 0.5, 1, 6, -1.1
[47] CC1c2cc3c(cc2CCN1C(=O)c1ccc(Br)cc1)OCCCO3 (centres undefined)
    5, -26, 7, ., 2.9, -7, -33, 0.0
[48] CCC(=O)Nc1ccc(C(=O)Nc2ccc(Br)cc2F)cc1
    -5, -13, 1, ., 4.7, 0, -2, 0.2
[49] COc1cc(Cl)c(C)cc1NC(=O)COC(=O)C1CC1C (centres undefined)
    -12, -10, 11, ., -1.2, 2, -16, 0.0
[50] CC1Cc2cc(S(=O)(=O)N3CCC(C(=O)N(C)Cc4ccccc4)CC3)ccc2N1C(=O)C1CC1 (centres undefined)
    -1, -2, 10, ., -3.6, -2, 6, 0.0
[51] O=C(NC1CC1)C1=C[C@@H](c2coc3ccccc3c2=O)C[C@@H](OCc2ccc(CO)cc2)O1
    -2&2, -16&-89, 2&0, 0.1, 1.1&1.9, -6&0, -3, 0.0
[52] CCC(NS(=O)(=O)c1ccc(OC)cc1)C(=O)NCCC1=CCCCC1 (centres undefined)
    -2, 4, -4, ., -1.4, -6, -5, .
[53] O=C(C[C@@H]1CC[C@@H](NC(=O)CC2CC2)[C@@H](CO)O1)NCc1ccc(-c2ccccc2)cc1
    7, -3, -2, 0.0, 1.4, 0, -11, 0.0
[54] CCCNC(=O)Nc1nc(CC(=O)OCC)cs1
    ., -10, -7, 0.3, ., 0, 4, 0.0
[55] C/C(=N\NC(=S)Nc1cccc(C)c1)c1ccco1
    ., -2, -1, ., -1.1, 0, 4, 0.4
[56] COc1cc(C(=O)Nc2cc(C(F)(F)F)ccc2-n2cncn2)cc(OC)c1OC
    0, -21, ., ., 0.8, 2, 0, 0.4

Screening data from PubChem BioAssay.
